Bioassay records (PubChem)
Kir21 block = Kir2.1 (mouse) channel inhibition. HEK293-Kir2.1, FluxOR thallium flux fluorescence; stronger effect = lower value. B-score at 10 µM. 0.85% of 310,000 active. AID 1672;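 active = fluorescence ratio B-score at or below minus 3 SD of library scores, with starting-brightness B-score within 2 SD, cut at about -4.2 in these data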;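 also: channel flux triggered by added potassium and thallium sulfate stimulus; B-score of peak minus minimum fluorescence over baseline after thallium stimulus; more negative B-score means stronger Kir2.1 block with less thallium influx; some compounds called inactive have numbers as strong as hits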
KCNQ2 block = KCNQ2 potassium channel inhibitors, primary screen, cell-based, CHO-K1, FluxOR thallium flux, B-score (AID 2156); 20 min; stronger effect = lower value; B-score at 10 µM; 1.1% of 310,000 active;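 active = fluorescence ratio B-score at most minus 3 library SDs, with starting brightness B-score within 2 library SDs, cut at about -5.5 in these data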
Target sequence (O88943 whole entry, looked up): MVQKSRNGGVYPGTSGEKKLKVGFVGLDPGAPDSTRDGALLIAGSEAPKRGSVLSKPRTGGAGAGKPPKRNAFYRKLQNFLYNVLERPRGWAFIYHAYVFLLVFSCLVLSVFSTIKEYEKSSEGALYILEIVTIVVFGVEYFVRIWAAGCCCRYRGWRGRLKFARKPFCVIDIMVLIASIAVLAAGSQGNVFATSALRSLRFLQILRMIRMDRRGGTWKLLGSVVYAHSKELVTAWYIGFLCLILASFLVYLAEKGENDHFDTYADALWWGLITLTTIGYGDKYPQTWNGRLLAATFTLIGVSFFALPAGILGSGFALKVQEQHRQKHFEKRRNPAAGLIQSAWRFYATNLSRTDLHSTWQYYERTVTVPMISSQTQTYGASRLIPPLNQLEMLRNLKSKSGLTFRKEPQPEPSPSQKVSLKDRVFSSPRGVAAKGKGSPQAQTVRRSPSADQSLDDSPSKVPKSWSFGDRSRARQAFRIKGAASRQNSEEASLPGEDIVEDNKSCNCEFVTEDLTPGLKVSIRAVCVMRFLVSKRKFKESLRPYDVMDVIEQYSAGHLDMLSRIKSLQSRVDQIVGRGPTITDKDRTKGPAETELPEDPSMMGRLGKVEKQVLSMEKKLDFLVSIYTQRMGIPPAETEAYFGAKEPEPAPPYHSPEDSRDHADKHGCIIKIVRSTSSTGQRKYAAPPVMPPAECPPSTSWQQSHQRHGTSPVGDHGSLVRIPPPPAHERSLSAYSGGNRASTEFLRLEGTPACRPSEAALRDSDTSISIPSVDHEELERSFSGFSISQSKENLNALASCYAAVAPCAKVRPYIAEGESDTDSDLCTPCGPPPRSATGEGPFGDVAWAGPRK
An asterisk follows results filed as active; i = inactive.

Kir21 block | KCNQ2 block | Molecule
-0.31 | i | O=C(Nc1ccc2nc3n(c(=O)c2c1)CCCCC3)c1ccccn1
-0.75 | i | Cc1ccc(NC(=O)CCc2c(C)nn(-c3ccc(N4CCCCC4)nn3)c2C)cc1
1.1 | i | O=C(NCc1cccc(F)c1)C1CCC(=O)N(C2CC2)C1 (stereo not given)
-0.59 | i | CCOc1cc(N2CCOCC2)c(OCC)cc1NC(=O)COc1cccc(Cl)c1
-1.2 | i | O=C(c1ccc(S(=O)(=O)Nc2cccc(C(F)(F)F)c2)cc1)N1CCC1
0.15 | i | CCOc1ccc(NC(=O)CSc2nnc(C)n2Cc2ccccc2)cc1
0.37 | i | Cc1ccc(C(=O)Oc2cccnc2)cc1[N+](=O)[O-]
-0.26 | i | O=C(CS(=O)(=O)Cc1ccccc1)NCc1ccc2c(c1)OCO2
-0.22 | i | C=C(C(=O)O)C(CCCCCC)C(=O)O (stereo not given)
0.57 | i | Cc1ccc(NC(C)C(=O)N/N=C/c2c[nH]c3ccccc23)cc1 (stereo not given)
1 | i | O=C(CN(C(=O)CCC(=O)Nc1nccs1)c1ccccc1F)NCc1ccc(F)cc1
0.18 | i | O=C(CCc1ccccc1)NNC(=O)Nc1ccccc1
-0.33 | i | CC(C)Oc1ccc(C(=O)NC(=S)Nc2ccc(Cl)c(C(=O)O)c2)cc1
-0.1 | i | Cc1ccc(Cn2nnc3c(=O)[nH]c(C4CCCN(S(=O)(=O)c5ccccc5F)C4)nc32)cc1 (stereo not given)
3.1 | i | Cc1nn(C)c(N)c1C(O)(c1nccn1C)C(F)(F)F (stereo not given)
-0.1 | i | C=CCNC(=O)CSc1nnc(-c2ccncc2)n1CCc1ccccc1
-0.1 | i | C/C(=N\NS(=O)(=O)c1ccc(C)cc1)c1ccc(Br)s1
0.89 | i | CCCCN(CC)CCNC(=O)CCC(=O)Nc1ccc2nc(N3CCN(C)CC3)cc(C)c2c1
0.26 | i | CC1CCN(c2[nH]c(=S)c(C#N)c3c2CCCC3)CC1
-0.4 | i | CCOC(=O)Cn1c(=O)n(Cc2ccc(OC)cc2)c(=O)c2cccnc21
-1.1 | i | O=C(c1ccccc1)N1CCN(S(=O)(=O)N2CCCCC2)CC1
-0.27 | i | Cn1c(=O)c2sccc2n(Cc2ccccc2)c1=O
-1.5 | i | Cc1nnc(SCC(=O)NCCN2C(=O)CSC2=O)s1
-0.7 | i | Cc1cc([N+](=O)[O-])cnc1Sc1nccn1C
0.02 | i | Cc1cc(C)nc(N/N=C/c2c(CO)cnc(C)c2O)n1
-0.76 | i | CC(C)(C)C(=O)C(Oc1cccc2nonc12)n1cncn1 (stereo not given)
0 | i | O=C(Nc1cccc2c1CCCC2)c1cc([N+](=O)[O-])ccc1Cl
1.1 | i | CCOC(=O)N1CCC(NC(=O)Cn2cccc2C(=O)c2ccccc2C)CC1
0.24 | i | CC1=C(C(N)=O)C(c2ccc(Cl)c(Cl)c2)n2ncnc2N1 (stereo not given)
0.06 | i | O=C(c1cccs1)N(Cc1cc2ccccc2[nH]c1=O)CC1CCCO1 (stereo not given)

Of the compounds above, these contain a CF3 group.
Kir21 block | KCNQ2 block | Molecule
-1.2 | i | O=C(c1ccc(S(=O)(=O)Nc2cccc(C(F)(F)F)c2)cc1)N1CCC1
3.1 | i | Cc1nn(C)c(N)c1C(O)(c1nccn1C)C(F)(F)F (stereo not given)

Next section.
Kir21 block | KCNQ2 block | Molecule
1.6 | i | Cc1cc2c(nn1)CCc1nonc1-2
-0.61 | i | Cc1cccc(OCC(=O)N2CCCc3ccccc32)c1
1.9 | i | O=C(COc1ccccc1F)N1CCCc2ccccc21
1.2 | i | CCN1CC2=C(OC(N)=C(C#N)C2c2cccs2)/C(=C/c2cccs2)C1 (stereo not given)
1 | i | Cc1cc(C)cc(NS(=O)(=O)c2csc(C(N)=O)c2)c1
0.81 | i | Nc1nonc1-n1nnc(C(=O)N/N=C/c2cccc(Cl)c2)c1CSc1ccc(Cl)cc1
1.9 | i | COc1ccc(S(=O)(=O)Nc2ccccc2C(=O)N2CCOCC2)cc1OC
-0.01 | i | CC(C)(C)c1ccc(Cn2nnc3c(=O)[nH]c(C4CCCN(C(=O)c5cccs5)C4)nc32)cc1 (stereo not given)
-2.1 | i | CCC(C)NCCC(=O)Nc1ccc(Cl)c(S(=O)(=O)Nc2ccc(Cl)cc2)c1 (stereo not given)
-1.6 | i | CCc1nnc(NC(=O)COc2ccc([N+](=O)[O-])cc2)s1
-1.5 | i | Cc1cc(C)cc(N(CC(=O)NCc2ccco2)S(=O)(=O)c2ccccc2)c1
-2 | i | COc1ccc(NC(=S)N2CCN(Cc3ccccc3)CC2)c(OC)c1
0.87 | i | Cc1ccc(S(=O)(=O)N(C)c2nonc2C)cc1
-0.01 | i | O=C(N/N=C/c1cccnc1)C(O)c1ccccc1 (stereo not given)
-0.02 | i | CCn1cc(C(=O)O)c(=O)c2cc(F)c(N3CCN(C(=S)NC(=O)c4ccc(Br)cc4)CC3)cc21
2.3 | i | CCN(c1ccccc1)S(=O)(=O)c1ccc(OC)c(NC(=O)CNCCc2ccccc2)c1
0.54 | i | CN(/N=C/c1c[nH]c2ccccc12)c1cnn(-c2ccc(F)c(Cl)c2)c(=O)c1Cl
1.9 | i | Cc1ccc(CNC(=O)c2ccc(N3CCC4(CC3)CC(c3ccccc3)=NO4)c(NC(=O)c3ccccc3)c2)cc1
0.03 | i | CN(C)C(/C=C/Nc1ccc(Br)cc1)=C(C#N)C#N
0.04 | i | Cc1cc(C)cc(OCC(=O)NC(C)c2ccccc2)c1 (stereo not given)
0.14 | i | COC(=O)c1ccc(Cn2nnc3c(=O)[nH]c(C4CCCN(S(=O)(=O)c5ccc(C)cc5)C4)nc32)cc1 (stereo not given)
-0.91 | i | CNc1cncc(C(=O)O)c1
-0.7 | i | Cc1ccc(NC(=O)COC(=O)c2ccc(F)cc2Cl)c(Br)c1
-0.74 | i | CCOC(=O)c1c(NC(=O)CSc2ncccn2)sc2c1CCN(Cc1ccccc1)C2
0.8 | i | O=C(c1cccc(F)c1)N1CCN(S(=O)(=O)Cc2ccccc2)CC1
0.43 | i | CCOc1ccc2[nH]c(=O)c(CN(CCO)C(=O)c3ccc(OC)c(OC)c3)cc2c1
-0.18 | i | Cc1ccc(Cn2c(N3CCN(CCO)CC3)nc3c2c(=O)n(C)c(=O)n3C)cc1
-1.3 | i | C/C(O)=C(\C#N)c1nc2ccccc2[nH]1
-0.68 | i | Cn1cnnc1SCC(=O)Nc1ccc(F)cc1F
-0.21 | i | N#CC1=C(N)NC(SCc2ccc(Cl)cc2)=C(C#N)C12CCCCC2

In a second layout: results already given.
molecule	Kir21 block	KCNQ2 block
COC(=O)c1ccc(Cn2nnc3c(=O)[nH]c(C4CCCN(S(=O)(=O)c5ccc(C)cc5)C4)nc32)cc1 (stereo not given)	0.14	i
CCN(c1ccccc1)S(=O)(=O)c1ccc(OC)c(NC(=O)CNCCc2ccccc2)c1	2.3	i
CNc1cncc(C(=O)O)c1	-0.91	i
Cc1ccc(NC(=O)COC(=O)c2ccc(F)cc2Cl)c(Br)c1	-0.7	i
Cc1ccc(Cn2c(N3CCN(CCO)CC3)nc3c2c(=O)n(C)c(=O)n3C)cc1	-0.18	i
CN(C)C(/C=C/Nc1ccc(Br)cc1)=C(C#N)C#N	0.03	i

The results go on.
Kir21 block | KCNQ2 block | Molecule
-0.06 | i | Cc1cc([N+](=O)[O-])c(NCCCCCCO)c([N+](=O)[O-])c1
1.4 | i | Cc1ccc(NC(=O)COC(=O)CCn2c(C)csc2=O)c([N+](=O)[O-])c1
-0.51 | i | CCOC(=O)COc1cc(N)c(Cl)cc1Cl
0.61 | i | CN=C1S/C(=C\c2ccc(O)c(OC)c2)C(=O)N1C
-0.92 | i | COc1ccc(CCC(C(O)C(F)(F)F)S(=O)c2ccccc2)cc1 (stereo not given)
-1.2 | i | COc1ccc(CC2(CO)CCN(Cc3cc4ccccc4o3)CC2)cc1
0.34 | i | NC(=O)c1cc(Cl)ccc1OCC(=O)N1CCCc2ccccc21
-0.52 | i | CCOC(=O)C1(Cc2ccc(OC)cc2)CCN(C(=O)C2CCCO2)CC1 (stereo not given)
-0.45 | i | CCOc1ccc(CN(C)C(=O)c2ccc(NC(=O)CC3SC(N4CCCC4)=NC3=O)cc2)cc1 (stereo not given)
-0.69 | i | O=C(NCCc1ccccc1)c1ccc2c(c1)OCCCO2
2.3 | i | COc1cccc2cc(C(C)N(CCCN3CCOCC3)C(=S)Nc3cccc(C)c3C)oc12 (stereo not given)
0.34 | i | COc1cccc(CNC(=O)C2CCCN(S(=O)(=O)c3cccc4nonc34)C2)c1 (stereo not given)
1.6 | i | Cc1ccccc1NC(=O)Cn1cc(C(=O)C2CC2)c2ccccc21
2.7 | i | CCOc1nc(Nc2cc(Cl)ccc2OC)nc(OCC)n1
-0.34 | i | CCOc1ccc(NS(=O)(=O)c2ccc(NS(=O)(=O)c3ccc(SC)cc3)cc2)cc1

Some of these compounds in order of length of the SMILES, lowest first.
Kir21 block | KCNQ2 block | Molecule
-0.26 | i | O=C(CS(=O)(=O)Cc1ccccc1)NCc1ccc2c(c1)OCO2
-2.1 | i | CCC(C)NCCC(=O)Nc1ccc(Cl)c(S(=O)(=O)Nc2ccc(Cl)cc2)c1 (stereo not given)
0.89 | i | CCCCN(CC)CCNC(=O)CCC(=O)Nc1ccc2nc(N3CCN(C)CC3)cc(C)c2c1

Later entries
Kir21 block | KCNQ2 block | Molecule
-0.56 | i | CC(C)CNC(=O)C(=O)NNC(=O)c1ccco1
-3.5 | i | CC(=O)N(c1ccc(Cl)cc1)c1c[nH]c2ccccc12
1.9 | i | CSc1oc(-c2cccs2)nc1S(=O)(=O)c1ccccc1
-2 | i | COC(=O)c1ccc(Oc2nc3ccccc3n3c(C)nnc23)cc1
-1.1 | i | Cc1cccn2c(=O)nc(SCC(=O)NCCc3ccccc3)nc12
-0.7 | i | CCCn1cc(S(=O)(=O)c2ccc(F)cc2)c(=O)c2cc(OCC)ccc21
0.18 | i | Cc1cccc(C(=O)Nc2ccccc2C(=O)OCc2c(C)noc2C)c1
0.61 | i | CN1CCN(C=Nc2nc3ccccc3nc2N2CCCC2)CC1
-1.7 | i | CN1CC(c2ccccc2)C2(COc3ccccc3C2=O)C12C(=O)Nc1ccccc12 (stereo not given)
1.6 | i | CS(=O)(=O)c1cccc(NC(=O)C2CC2)c1
-0.27 | i | Cn1nc([N+](=O)[O-])nc1Oc1ccccc1
-0.94 | -11* | COc1ccc(NC(=O)c2c3c(nc4ccccc24)CCN(Cc2ccccc2)C3)c(OC)c1
-1.2 | i | COc1ccc(C)cc1NC(=O)c1ccc(CN2CCc3ccccc3C2)cc1
-1.8 | i | CN1CCN(c2cc(-c3ccccc3)nc3cc(-c4ccc(F)cc4)nn23)CC1
-1.1 | i | COc1ccc(S(=O)(=O)CCC(=O)Nc2cc(C)ccc2OC)cc1
0 | i | COc1ccc([N+](=O)[O-])cc1C1NN=C(c2cccc3ccccc23)S1 (stereo not given)
-0.4 | i | CCP(=O)(c1cccc([N+](=O)[O-])c1)c1cccc([N+](=O)[O-])c1
0.31 | i | COc1ccccc1C(=O)Nc1ccc2c(c1)nc(CN1CCCCC1)n2C
0.33 | i | COCCNC(=O)/C(C#N)=C/c1c(N2CC(C)OC(C)C2)nc2ccccn2c1=O (stereo not given)
-3.2 | i | CC(Oc1ccc(Br)cc1)C(=O)N1CCN(c2ccccn2)CC1 (stereo not given)
-0.02 | i | Cc1c(Cl)cnc(NC(=O)COC(=O)c2cc3c(s2)CCC(C)C3)c1Cl (stereo not given)
-0.06 | i | O=c1c2ccccc2nc(SCc2ccccc2Cl)n1Cc1ccccc1
-0.19 | i | CC(=O)Nc1nonc1NC(=O)CSc1ncn[nH]1
-1.7 | i | CCC/C=C1/CCCOC(C(=O)NCCNCCO)(C(F)(F)F)C1 (stereo not given)
-0.19 | i | COc1ccc(CS(=O)(=O)CC2(O)CCN(C(=O)c3cccc(C(F)(F)F)c3)CC2)cc1
-0.48 | i | CC(NC(=O)c1ccc(CS(=O)(=O)c2ccc(Cl)cc2)o1)c1ccc2c(c1)OCCO2 (stereo not given)
-0.83 | i | O=C(c1cc(Br)c(Br)s1)N1CCN(C/C=C/c2ccccc2)CC1
0.11 | i | Cc1csc(=O)n1CCC(=O)OCC(=O)N(CC(C)C)c1c(N)n(Cc2ccccc2)c(=O)[nH]c1=O
-3.2 | i | CC(C)CCNC(=O)CNC(=S)N(Cc1ccccc1)Cc1cccnc1
0.3 | i | CN1CCN(CCCNC(=O)CCc2nnc3n(Cc4ccccc4Cl)c(=O)c4ccccc4n23)CC1
0.66 | i | CCOC(=O)CSc1nc(-c2ccccc2)nc2ccccc12
-0.02 | i | O=C(NCc1ccccc1F)C1CCCN(C(=O)Nc2ccc(F)cc2)C1 (stereo not given)
-1.4 | i | O=C(CNC(=O)c1ccco1)OCc1ccc(C(=O)Oc2ccccc2)cc1
0.79 | i | O=C(O)CC(c1ccc(Cl)cc1)N1Cc2ccccc2C1=O (stereo not given)
-0.14 | i | O=C(CCc1ccccc1)NNC(=O)c1ccccc1F
0.64 | i | CC(=O)c1cc(CN2CCN(CCc3ccccc3)C(CCO)C2)cs1 (stereo not given)
0.78 | i | O=C(COC(=O)CNC(=O)c1ccc(Cl)c([N+](=O)[O-])c1)NNC(=O)c1cccs1
0.05 | i | COc1ccc(C(C)=O)cc1CC(=O)Nc1ccccc1-c1ccccc1
-0.12 | i | O=C1/C(=C/c2cccs2)SC(=S)N1c1cccc(O)c1
0.18 | i | Cc1cn(S(=O)(=O)c2ccccc2[N+](=O)[O-])cn1
-0.79 | i | COCCNC(=O)C(c1ccc(C)o1)N(CCOC)C(=O)Cn1nnc2ccccc21 (stereo not given)
-3 | i | Cc1ccc(C)c(C(=O)N(C)CC(=O)Nc2ccccc2C(F)(F)F)c1
-0.51 | i | O=C(CN1CCc2ccccc2C1)Nc1ccc(F)cc1
